High-throughput results deposited in PubChem by National Center for Advancing Translational Sciences (NCATS).
EPAC2 antag = antagonists of human EPAC2. Q8WZA2. EPAC2 GEF exchange of Rap1B-BODIPY-GDP, fluorescence. Potency, µM (series often up to 114 µM), for the others: at the highest dose activity, negative = inhibition, usual class: inhibitors. 0.18% of 360,000 active; note: potency is the fitted concentration of half-maximal effect; % is set by controls: 0 for no effect and ±100 for the full control effect; nearly all actives have a fitted effect of over 45% in size; many of its hits are not listed in these tables
Target sequence (Q8WZA2 whole entry, looked up): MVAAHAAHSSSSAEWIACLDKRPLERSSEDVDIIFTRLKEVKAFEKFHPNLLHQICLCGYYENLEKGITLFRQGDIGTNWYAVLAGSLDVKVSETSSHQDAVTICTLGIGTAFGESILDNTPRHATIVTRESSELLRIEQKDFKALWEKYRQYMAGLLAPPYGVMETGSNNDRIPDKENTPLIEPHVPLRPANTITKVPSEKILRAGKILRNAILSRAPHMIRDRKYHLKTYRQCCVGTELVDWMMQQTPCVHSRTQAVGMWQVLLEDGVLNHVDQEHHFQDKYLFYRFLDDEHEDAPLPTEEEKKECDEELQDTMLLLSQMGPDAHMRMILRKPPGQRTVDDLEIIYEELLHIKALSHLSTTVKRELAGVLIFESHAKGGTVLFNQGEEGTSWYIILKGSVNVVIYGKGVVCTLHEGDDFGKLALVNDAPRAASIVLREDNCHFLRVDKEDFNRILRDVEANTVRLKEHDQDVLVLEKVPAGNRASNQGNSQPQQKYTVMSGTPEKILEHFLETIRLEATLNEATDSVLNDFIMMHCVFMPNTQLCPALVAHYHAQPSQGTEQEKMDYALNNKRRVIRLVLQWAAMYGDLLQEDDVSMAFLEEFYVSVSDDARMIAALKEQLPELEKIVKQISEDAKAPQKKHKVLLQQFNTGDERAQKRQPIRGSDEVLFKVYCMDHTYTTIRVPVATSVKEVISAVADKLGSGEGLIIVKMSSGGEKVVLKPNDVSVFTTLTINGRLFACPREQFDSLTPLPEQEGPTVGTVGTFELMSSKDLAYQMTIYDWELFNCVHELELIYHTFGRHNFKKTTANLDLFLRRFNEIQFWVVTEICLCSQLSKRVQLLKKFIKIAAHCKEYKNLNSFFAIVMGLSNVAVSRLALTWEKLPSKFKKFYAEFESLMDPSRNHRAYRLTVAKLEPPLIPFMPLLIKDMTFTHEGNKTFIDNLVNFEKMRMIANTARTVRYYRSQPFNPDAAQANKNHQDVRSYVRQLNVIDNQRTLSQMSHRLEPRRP
CCT modulator = modulators of cytosolic chaperonin (CCT/TRiC) activity | purified chaperonin ATPase assay, HTRF ADP detection, 30 min | activity change, % (test concentration not listed), hits read low | 0.3% of 360,000 active; in the data active = activity change below about -30%; note: % is set by controls: 0 for no effect and ±100 for the full control effect
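We incubate TRiC, 40 or 20 nM final, with library compounds at 76 uM and 10 uM ATP for 30 min at 37 °C. ADP formed is detected with Transcreener HTRF reagents after 30 min at room temperature.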
Akt phos inh = inhibitors of Akt phosphorylation; Neuro2A IGF-stimulated pAkt S473 HTRF, 20 min; active compounds read low; activity change, % for hits at 50 µM; 0.32% of 360,000 active; AID 651550; in the data active = activity change below about -80%; inconclusive = mostly about -51% to -80%; note: % is set by controls: 0 for no effect and ±100 for the full control effect
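Neuro2A cells (4,500/well, DMEM with 0.5% FBS) were treated with compound at a single 50 µM final concentration, stimulated with 6 nM IGF for 20 min at 37 °C, and lysed. Phospho-Akt Ser473 was read by HTRF as 665/615 ratio ×10^4.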
DRD3 agonist = activates the human D3 dopamine receptor. P35462. D3R DiscoveRx beta-arrestin cells, luminescence, 90 min. max activation, %. 0.58% of 410,000 active; in the data active = max activation above about 30%; note: 0% is about no effect; mostly tested at two doses, the higher about 12 µM
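Agonist mode: compounds and dopamine controls were applied to plated cells for 90 min at 37 degrees C after an overnight attachment at 1500 cells/well. Luminescent read-out followed 30 - 60 minutes at room temperature with DiscoveRx detection reagent.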
PTHR1 ag = activates the human parathyroid hormone receptor PTHR1; Q03431; HEK293 GP2 PTHR1 cells, GloSensor cAMP luminescence, 1 h; Potency, µM (doses to about 115 µM), inactives show at the top dose activation, hits mostly activators; 0.075% of 410,000 active; AID 743266; note: potency is the fitted concentration of half-maximal effect; nearly all actives have a fitted effect of over 55% in size; some results filed as inactive show a strong effect at the top dose; inactives centre near -15; many of its hits are not listed in these tables
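HEK-293-derived GP2 cells expressing PTHR1 and a GloSensor cAMP reporter, 3,000/well, plated overnight, given luciferin plus IBMX (each 0.5 mM as added) for 1 h at 37 °C, then compound for 1 h at 37 °C. Luminescence was read after 15 min at room temperature.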
DRD3 antagonist = blocks the human D3 dopamine receptor; P35462; D3R cells, DiscoveRx beta-arrestin luminescence, antagonist mode; active compounds read low; 2.5% of 360,000 active; max response, negative = inhibition, %; in the data active = max response below about -50%; inconclusive = no clear call, values can overlap the other calls; note: % is set by controls: 0 for no effect and ±100 for the full control effect; mostly tested at two doses, the higher about 12 µM
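Cells plated overnight at 1500 cells/well, then exposed to library compounds with dopamine controls for 90 minutes at 37 degrees C. DiscoveRx reagent added for 30–60 minutes at room temperature; luminescence read, quantitative HTS format.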
MmCpn inh = blocks the Methanococcus maripaludis chaperonin Mm-Cpn. purified Mm-Cpn ATPase, ADP Transcreener TR-FRET. Potency, µM (series often up to 76.9 µM), without a hit: at the top dose activity, negative = inhibition, most hits filed as inhibitors. 0.031% of 330,000 active. AID 504842; note: potency is the fitted concentration of half-maximal effect; % is set by controls: 0 for no effect and ±100 for the full control effect; nearly all actives have a fitted effect of over 80% in size
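Measured: ADP formation by purified Mm-CPN. Conditions: 25 nM protein, 10 uM ATP, Tris pH 7.4 with Mg2+, K+ and DTT, 37°C for 30 min. Detection: Transcreener HTRF after 30 min at room temperature.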
EPAC2 ag = agonists of human EPAC2 (RAPGEF4); EPAC2 activation, biochemical qHTS; response scale: 100% = 6.5 mM cAMP response; 0.079% of 360,000 active; AID 720711; Q8WZA2; Potency, µM (doses to about 154 µM), without a hit: top-dose activation, usual class: activators; note: potency is the fitted concentration of half-maximal effect; nearly all actives have a fitted effect of over 50% in size
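Each well held 100 nM EPAC2, 250 nM RAP1B-BODIPY-GDP and 50 uM GDP. Fluorescence, read at 5-min intervals to 30 min, was referenced to a 6.5 mM cAMP positive control.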
* = called active by the depositor; i = inactive; ? = inconclusive; nt = not tested or not shown; [ ] = remark or other dose. Unless noted, calls come from the whole dose curve; as a rule, active = well fitted curve in the direction sought with a large enough effect; inconclusive = small, poorly fitted or top-dose-only effect, or another doubt; inactive = no such curve, though single readings can be large; an effect the other way counts as inactive or inconclusive. Only part of the results is shown (hit frequency here may not be typical).

entry	SMILES	MmCpn inh	PTHR1 ag	CCT modulator	Akt phos inh
1	Cc1ccc(S(=O)(=O)N(C)C)cc1NC(=O)C(C)[N+]12CCN(CC1)CC2 (configuration not stated)	-3%	i	-1.9	i
2	CCCCCCCCCCCCn1ccc(=N)cc1	2%	-30%	-1.7	i
3	CSc1ncc(/C=C2/C(=O)NC(=O)N(c3ccc(Cl)cc3)C2=O)cn1	1%	-12%	-1.3	i
4	COC(=O)C1=C(c2ccc(-c3ccccc3)c(F)c2)C[C@@H]2CC[C@H]1N2C(=O)NC1CCCCC1	-1%	-2%	-2.5	i
5	CCC(=NCc1ccco1)c1c(O)n(-c2ccccc2C)c(=O)[nH]c1=O	-2%	i	1.7	i
6	CCCCCSc1cc(O)c(C(CNC)C(C)C)cc1OC (configuration not stated)	-1%	-1%	0.1	i
7	CC(C)COC(=O)n1c(=O)oc2cc(S(=O)(=O)N3CCCCC3)ccc21	0%	-34%[inhibitor]	-0.8	i
8	COc1ccc(NC(=S)NC(NC(=O)CF)C(Cl)(Cl)Cl)cc1[N+](=O)[O-] (configuration not stated)	-1%	-23%	1.5	i
9	O=C(Cc1ccccc1[N+](=O)[O-])N1CCN(Cc2ccc3c(c2)OCO3)CC1	0%	-9%	-3.1	i
10	CN1C(=O)N(C)C(=O)C2(Cc3c(nc4ccccn4c3=O)N3CCc4ccccc4C32)C1=O (configuration not stated)	1%	i	-1.0	i
11	CCCCn1c(O)c(C(CC)=NCc2cccnc2)c(=O)[nH]c1=O	2%	-1%[57.5 µM]	1.4	i
12	CN1C(=O)N(C)C(=O)C2(Cc3cc(NC(=O)c4ccccc4)ccc3N3CCCC32)C1=O (configuration not stated)	0%	-25%	-0.1	i

entry	DRD3 antagonist	EPAC2 antag	DRD3 agonist	EPAC2 ag
1	-14	10%	-4	8%
2	10	-14%	-2	10%
3	10	-5%	-13	-3%
4	-18	-4%	-17	3%
5	-27	9%	-10	7%
6	-1	7%	4	-6%
7	-2	-5%	-14	3%
8	-4	4%	-1	2%
9	-4	9%	2	7%
10	10	16%	-3	-4%
11	6	8%	10	-5%
12	0	4%	3	10%

Later entries:
entry	SMILES	MmCpn inh	PTHR1 ag	CCT modulator	Akt phos inh
13	COC(=O)C1=C(c2cc3ccccc3o2)C[C@@H]2CC[C@H]1N2C(=O)N1CCOCC1	nt	-27%	-2.7	i
14	CCCCC[C@H]1CCCCC[C@H](O)C[C@@H](O)[C@H](O)/C=C/C(=O)O1	nt	-37%[inhibitor]	0.3	i
15	CC(=Nc1ccc2c(c1)CCC2)c1c(O)n(C)c(=O)n(C)c1=O	0%	i	-2.2	i
16	Cc1ccc(Cn2nnnc2CN2CCC(n3nnc4cc(C)ccc43)CC2)cc1	0%	i	0.2	i
17	N=c1c[n+](C2CCCCC2)[n-]o1	2%	-8%	-0.4	i
18	CN(C)CC1CSCCC1(O)c1ccccc1 (configuration not stated)	2%	i	0.4	i
19	O=S(=O)(c1ccccc1C(F)(F)F)N1CCN(c2ncnc3sccc23)CC1	-19%	-29%	0.0	i
20	CSc1ccc(C(=O)C2CCCN(CCCn3cccn3)C2)cc1 (configuration not stated)	0%	i	-0.6	i
21	O=C1NCN(c2ccccc2)C12CCN(C(c1ccnc3ccccc13)c1nnnn1Cc1ccccc1)CC2 (configuration not stated)	nt	-7%	-0.7	i
22	CC(=NCc1ccc2c(c1)OCO2)c1c(O)n(-c2ccc(C)cc2)c(=O)[nH]c1=O	-1%	-7%	1.5	i
23	COC(=O)C1=C(c2ccc(OC(F)(F)F)cc2)C[C@@H]2CC[C@H]1N2C(=O)NCCOc1ccccc1Cl	-1%	-27%	-1.4	i
24	C/C(=N\N1CCCCCC1)c1c(O)n(-c2ccc(C)cc2)c(=O)[nH]c1=O	2%	i	-1.9	i

entry	DRD3 antagonist	EPAC2 antag	DRD3 agonist	EPAC2 ag
13	6	-8%	-6	10%
14	7	-27%	0	-8%
15	45	2%	11	3%
16	-10	-1%	-2	6%
17	5	5%	4	8%
18	-13	7%	5	-6%
19	-5	0%	2	5%
20	-25	11%	-11	13%
21	-4	1%	-5	17%
22	7	-1%	15	3%
23	1	?	1	-13%
24	-5	4%	-1	-2%

More results:
entry	SMILES	MmCpn inh	PTHR1 ag	CCT modulator	Akt phos inh
25	CCOC(=O)C1(c2ccccc2)CCN(CC(=O)c2ccc(NC(C)=O)cc2)CC1	nt	i	-0.3	i
26	CCCCCCOc1ccc(CN2CCN(CC)CC2)cc1	-3%	-35%[inhibitor][57.5 µM]	-1.6	i
27	CSc1nnc([C@@H](N)Cc2c[nH]c3ccccc23)o1	-4%	i	-4.4	i
28	CN1CCN(CC(=O)Nc2ccc([N+](=O)[O-])cc2C(=O)c2ccccc2)CC1	-1%	i	-2.8	i
29	CCCC(=O)NC(Oc1ccc(C(C)=O)cc1)C(Cl)(Cl)Cl (configuration not stated)	0%	-18%	0.0	i
30	O=C1Nc2cc(C(=O)N3CCC4(CC3)OCCO4)ccc2S/C1=C\c1ccccc1	3%	-19%	-1.0	i
31	Cc1cccc(N2CCC3(CC2)C(=O)NC(=O)NC3=O)c1	nt	i	-3.6	i
32	CC(C)(C)n1c(O)c(C=Nc2ccc3c(c2)CCC3)c(=O)[nH]c1=O	8%	-9%[57.5 µM]	-2.1	i
33	O=C1CCN(C(=O)Cc2ccccc2[N+](=O)[O-])CC1	0%	i	0.8	i
34	CC(C(=O)c1cn(C)c2ccccc12)c1ccccc1 (configuration not stated)	-2%	-12%[57.5 µM]	-0.9	i
35	O=C1NC(=O)C2(Cc3cc([N+](=O)[O-])ccc3N3CCN(C(=O)c4ccccc4)CC32)C(=O)N1 (configuration not stated)	2%	18%	-0.1	i
36	Cc1ccc(N)cc1N	-7%	-24%	0.8	i

entry	DRD3 antagonist	EPAC2 antag	DRD3 agonist	EPAC2 ag
25	-20	-17%	-17	8%
26	?	-6%	-21	12%
27	7	0%	0	5%
28	2	3%	-5	2%
29	19	3%	6	-1%
30	-6	-10%	2	16%
31	38	1%	2	2%
32	5	-10%	1	2%
33	-4	8%	-14	-6%
34	-70*	-6%	20	4%
35	0	1%	-6	0%
36	8	-9%	-18	4%

Filtered by structure, those above with a Cl atom.
entry	SMILES	MmCpn inh	PTHR1 ag	CCT modulator	Akt phos inh
3	CSc1ncc(/C=C2/C(=O)NC(=O)N(c3ccc(Cl)cc3)C2=O)cn1	1%	-12%	-1.3	i
8	COc1ccc(NC(=S)NC(NC(=O)CF)C(Cl)(Cl)Cl)cc1[N+](=O)[O-] (configuration not stated)	-1%	-23%	1.5	i
23	COC(=O)C1=C(c2ccc(OC(F)(F)F)cc2)C[C@@H]2CC[C@H]1N2C(=O)NCCOc1ccccc1Cl	-1%	-27%	-1.4	i
29	CCCC(=O)NC(Oc1ccc(C(C)=O)cc1)C(Cl)(Cl)Cl (configuration not stated)	0%	-18%	0.0	i

entry	DRD3 antagonist	EPAC2 antag	DRD3 agonist	EPAC2 ag
3	10	-5%	-13	-3%
8	-4	4%	-1	2%
23	1	?	1	-13%
29	19	3%	6	-1%

Additional compounds follow:
entry	SMILES	MmCpn inh	PTHR1 ag	CCT modulator	Akt phos inh
37	Cc1ccc(CN2CC3CC(C2)c2cccc(=O)n2C3)cc1 (configuration not stated)	1%	-7%[57.5 µM]	-1.1	i
38	CN1CCN(Cc2ccc(N)cc2)CC1	2%	-15%	-3.7	i
39	CSc1ccc(CN2CCN(c3ccccc3C)CC2)cc1	0%	-74%[inhibitor]	-10	i
40	CC1=C(C)CN2CC(C#N)=C(N)C2C1 (configuration not stated)	nt	-18%	0.0	i
41	COc1ccc(CCn2c(O)c(/C=N/N3CCCCC3)c(=O)[nH]c2=O)cc1OC	-1%	-22%	-1.0	i
42	Oc1cc2c(cc1CN1CCN(c3ccccc3)CC1)OCO2	0%	-11%	-1.4	i
43	CC1(C)C(C(=O)N2CCN(c3ccc(Cl)cc3)CC2)C1(C)C	1%	-16%	-2.1	i
44	C[C@]12C=CC(=O)C=C1CC[C@@H]1[C@@H]2CC[C@]2(C)C(=O)CC[C@@H]12	nt	-25%	-0.7	i
45	O=C(C1CCN(c2nc3ccc(Br)cc3s2)CC1)N1CCC2(CC1)OCCO2	-1%	-12%[57.5 µM]	1.7	nt
46	Cn1c(O)c(C2=NN(C(=O)CCl)C(c3ccccc3)C2)c(=O)n(C)c1=O (configuration not stated)	-1%	i	-0.9	i
47	Cn1cccc1CNCCc1ccccc1F	2%	i	0.1	i

entry	DRD3 antagonist	EPAC2 antag	DRD3 agonist	EPAC2 ag
37	-8	4%	0	8%
38	-5	1%	7	4%
39	-73*	-8%	-10	23%
40	0	2%	-1	2%
41	6	3%	3	14%
42	-71*	1%	-13	10%
43	-4	3%	-3	1%
44	-2	-2%	-17	0%
45	-15	-1%	8	-1%[15.6 µM]
46	-4	0%	-1	7%
47	-28	15%	1	8%

Three entries from above, ordered by molecular weight, highest first:
entry	SMILES	MmCpn inh	PTHR1 ag	CCT modulator	Akt phos inh
46	Cn1c(O)c(C2=NN(C(=O)CCl)C(c3ccccc3)C2)c(=O)n(C)c1=O (configuration not stated)	-1%	i	-0.9	i
42	Oc1cc2c(cc1CN1CCN(c3ccccc3)CC1)OCO2	0%	-11%	-1.4	i
47	Cn1cccc1CNCCc1ccccc1F	2%	i	0.1	i

entry	DRD3 antagonist	EPAC2 antag	DRD3 agonist	EPAC2 ag
46	-4	0%	-1	7%
42	-71*	1%	-13	10%
47	-28	15%	1	8%
